CRE Fsk mod: CRE-bla signaling modulation under forskolin stimulation; CHO CRE-bla reporter (cAMP response element driving beta-lactamase), forskolin EC10, beta-lactamase ratio; Potency, µM (titrated, usually from 38.2 µM), without a hit: at the highest dose activity change, negative = inhibition, most hits filed as activators; actives 2.5% (n = 71,000); active = well fitted activation curve with a large enough effect in the signal ratio, with a control signal flat, not every such curve was filed as active; inconclusive = small, poorly fitted or top-dose-only effect, or effect the other way, or a change in a side signal; the % refers to the signal ratio; also: potency is read from the fitted curve at half-maximal effect; % of control where 0% means no effect
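Titrated compounds plus EC10 NKH 477 on CHO CRE-bla cells, 3 h, 37 °C. CCF4, 2 h RT. Ratio 460/530 nm → AC50.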
GFP derepression: derepresses silenced GFP locus in mouse C127i cells; mouse C127i GFP locus derepression, cytometry, 30 h; Potency, µM (doses to about 46.1 µM), for the others: at the highest dose GFP derepression (activation); actives 0.09% (n = 68,000); AID 597; also: % of control where 0% means no effect
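Read-out is the number of GFP-positive cells, scored as fluorescent objects 20 to 120 um wide, reflecting derepression of a silenced CMV-GFP reporter in murine C127i cells after 30 h compound exposure at 37 C.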
HADH2 inh: HADH2 (human) dehydrogenase inhibition. Q99714. recombinant HADH2, NADH fluorescence, beta-hydroxybutyryl-CoA. Potency, µM (top dose mostly 57.1 µM), inactives show top-dose activity change, negative = inhibition, hits mostly inhibitors. actives 3.4% (n = 73,000). AID 886; also: potency is read from the fitted curve at half-maximal effect; % is scaled to controls: 0 for no effect and ±100 for the full control effect; nearly all actives have a fitted effect of over 60% in size; many of its hits are not listed in these tables
Target sequence (Q99714 whole entry, looked up, one chain of several): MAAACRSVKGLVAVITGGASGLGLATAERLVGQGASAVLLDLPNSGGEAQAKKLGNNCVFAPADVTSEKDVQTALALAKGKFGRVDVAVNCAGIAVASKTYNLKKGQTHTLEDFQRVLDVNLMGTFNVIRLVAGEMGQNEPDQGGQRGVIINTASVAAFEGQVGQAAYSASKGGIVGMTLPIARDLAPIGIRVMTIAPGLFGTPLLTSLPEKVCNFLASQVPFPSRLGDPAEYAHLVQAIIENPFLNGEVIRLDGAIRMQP
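E. coli-expressed His-tagged HADH2 tested at 20 nM in alkaline Tris buffer (pH 9.0); oxidation of 90 uM beta-hydroxybutyryl-CoA with 1 mM NAD+ tracked fluorimetrically for 4 min.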
Luciferase inh: firefly luciferase inhibition; actives 2.2% (n = 72,000); P08659; purified firefly luciferase, luminescence, 8 min; Potency, µM (doses to about 57.1 µM), for inactives: at the top dose activity change, negative = inhibition, actives largely listed as inhibitors; also: potency is read from the fitted curve at half-maximal effect; % is scaled to controls: 0 for no effect and ±100 for the full control effect; nearly all actives have a fitted effect of over 40% in size
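qHTS concentration-response profiling: light output of P. pyralis luciferase with luciferin and 10 uM ATP, imidazole buffer pH 7.2. Read by luminescence after 8-min room-temperature incubation.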
Ub-GFP proteasome: ubiquitin-GFP accumulation via proteasome inhibition | Ubiquitin-GFP reporter cells, proteasome inhibition, GFP fluorescence; response scale: untreated = 0%, 10 µM MG-132 = 100% | Potency, µM (top dose mostly 45.9 µM), for the others: at the highest dose activation (GFP accumulation), usual class: activators | 67,000 tested, under 10 active | AID 526; active = well fitted activation curve with a large enough effect, not every such curve was filed as active; inconclusive = small, poorly fitted or top-dose-only effect, or another doubt; inactive = no such curve, though single readings can be large or run the other way; also: potency is read from the fitted curve at half-maximal effect
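U2OS Ub(G76V)-GFP reporter; O/N plating, 0.5% FBS; cpd 46 uM–2.9 nM, 4 h, 37 °C; GFP+ cell count, 488/515 nm; norm. to basal vs 10 uM MG-132; CRC fit.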
HBB splicing: modulators of hemoglobin beta chain splicing; HBB splicing reporter cell assay, activation; EGFP reporter with mutant IVS2-654 intron; response scale: normalised to 500 nM splice-correcting PNA; actives 0.06% (n = 65,000); Potency, µM (series often up to 46.1 µM), without a hit: top-dose activation, usual class: activators; AID 925; also: potency is read from the fitted curve at half-maximal effect; 0% is about no effect
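HeLa cells stably expressing EGFP interrupted by mutant beta-globin intron 2 (IVS2-654), 500/well in 2% FCS. Treated with compound for 2 days at 37C. Splicing correction scored as total well GFP intensity (488 nm excitation, 500-520 nm emission); 500 nM antisense PNA served as control.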
15-hLO inh: inhibitors of human 15-lipoxygenase (ALOX15). P16050. purified 15hLO-1, xylenol orange hydroperoxide absorbance. Potency, µM (top dose mostly 57.1 µM), without a hit: top-dose activity change, negative = inhibition, hits mostly inhibitors. actives 1.4% (n = 74,000). AID 887; also: potency is read from the fitted curve at half-maximal effect; % is scaled to controls: 0 for no effect and ±100 for the full control effect; nearly all actives have a fitted effect of over 55% in size
Target sequence (P16050 whole entry, looked up): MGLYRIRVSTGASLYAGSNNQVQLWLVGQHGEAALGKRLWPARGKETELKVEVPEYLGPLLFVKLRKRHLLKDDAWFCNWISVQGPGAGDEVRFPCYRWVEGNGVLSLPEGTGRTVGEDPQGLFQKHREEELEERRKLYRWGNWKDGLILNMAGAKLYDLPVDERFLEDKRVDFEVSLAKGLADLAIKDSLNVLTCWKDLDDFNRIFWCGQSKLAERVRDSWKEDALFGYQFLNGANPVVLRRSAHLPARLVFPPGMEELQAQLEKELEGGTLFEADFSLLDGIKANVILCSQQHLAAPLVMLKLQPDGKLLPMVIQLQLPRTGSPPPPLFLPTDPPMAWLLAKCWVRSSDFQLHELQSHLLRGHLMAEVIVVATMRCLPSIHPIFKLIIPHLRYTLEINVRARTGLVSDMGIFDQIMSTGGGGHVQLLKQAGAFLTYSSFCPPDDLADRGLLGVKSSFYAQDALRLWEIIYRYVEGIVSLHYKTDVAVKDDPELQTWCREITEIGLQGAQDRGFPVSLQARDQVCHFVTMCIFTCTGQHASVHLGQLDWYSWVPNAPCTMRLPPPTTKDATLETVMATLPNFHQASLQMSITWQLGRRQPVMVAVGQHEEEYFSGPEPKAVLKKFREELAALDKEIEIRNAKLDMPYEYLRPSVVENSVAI
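Purified human 15hLO-1 (40 nM) in 25 mM Hepes pH 7.5, 0.01% Triton X-100, preincubated 15 min RT with compound, then 50 uM arachidonic acid for 6 min. Hydroperoxide read by ferrous/xylenol orange, 30 min; 573/405 nm absorbance ratio gave progress.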
Hsp90 Hop PPI: changes Hsp90-Hop TPR2A binding signal, up or down. AlphaScreen TPR2A-His6 binding biotin-Hsp90 C-terminal peptide. Potency, µM (doses to about 57 µM), without a hit: at the highest dose activity change, negative = inhibition. actives 0.44% (n = 71,000). AID 595; active = well fitted curve in either direction with a large enough effect; inconclusive = small, poorly fitted or top-dose-only effect, or another doubt; also: potency is read from the fitted curve at half-maximal effect; % is scaled to controls: 0 for no effect and ±100 for the full control effect; many of its hits are not listed in these tables
DNA Pol III inh: DNA polymerase III holoenzyme inhibition; AID 603; actives 0.25% (n = 71,000); Potency, µM (series often up to 57.1 µM), without a hit: top-dose activity change, negative = inhibition; reconstituted DNA polymerase III holoenzyme replication, biochemical; also: potency is read from the fitted curve at half-maximal effect; % is scaled to controls: 0 for no effect and ±100 for the full control effect
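Reconstituted *E. coli* holoenzyme (0.35 nM Pol III, 1 nM beta, 154 nM SSB, 2 nM primase) was preincubated with compound for 15 min at RT. Synthesis on 1.4 nM ssM13Gori ran 35 min, then was stopped with PicoGreen/EDTA and read as dsDNA fluorescence.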
Tau filament bind: tau filament binding. P10636. recombinant tau filaments, thioflavin S fluorescence, 15 h; filaments grown with octadecylsulfate alongside compound. Potency, µM (top dose mostly 57.1 µM), inactives show at the highest dose activity change, negative = inhibition. actives 2% (n = 71,000). AID 596;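 also: potency is read from the fitted curve at half-maximal effect; % is scaled to controls: 0 for no effect and ±100 for the full control effect; actives lower thioflavin S fluorescence by blocking filaments or displacing dye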
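Assay mix: 1 uM His-tagged tau, 30 uM sodium octadecylsulfate, thioflavine S dye in HEPES/NaCl/DTT buffer. Compound is added prior to the inducer. Fluorescence after 15 h at 37 C.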
ERK AVP inh: blocks ERK signaling stimulated by vasopressin | HEK293-V1b, vasopressin-stimulated pERK AlphaScreen | Potency, µM (doses to about 57.5 µM), for the others: top-dose activity, negative = inhibition, hits mostly inhibitors | actives 0.99% (n = 72,000); also: potency is read from the fitted curve at half-maximal effect; % is scaled to controls: 0 for no effect and ±100 for the full control effect; nearly all actives have a fitted effect of over 55% in size
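HEK293 cells stably expressing V1b receptor, seeded overnight in 1% FBS, were treated with compounds for 30 min at 37C, then stimulated 5 min with 25 nM vasopressin; phospho-ERK read by AlphaScreen SureFire after lysis.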
* = called active by the depositor; i = inactive; ? = inconclusive; . = not tested or not shown; [ ] = dose if it differs, or a comment. Unless noted, calls follow the shape of the dose curve; as a rule, active = well fitted curve in the direction sought with a large enough effect; inconclusive = small, poorly fitted or top-dose-only effect, or another doubt; inactive = no such curve, though single readings can be large; an effect the other way counts as inactive or inconclusive. Some of the compounds tested, so the mix of outcomes need not match the whole.

#	SMILES	CRE Fsk mod	GFP derepression	HADH2 inh	Luciferase inh	Ub-GFP proteasome	HBB splicing	15-hLO inh	Hsp90 Hop PPI	DNA Pol III inh	Tau filament bind	ERK AVP inh
1	OC(C#CCN1CCCC1)c1ccccc1 (centres undefined)	-1%	-5%	-6%	0%	15%	-3.5%	-3%	-2%	0%	-2%	?
2	CC(=O)c1ccc(N2CCN(C(=O)c3ccc(Br)cc3)CC2)c(F)c1	5%	-3%	-4%	0%	11%	-2.8%	5%	2%	6%	9%	-15%
3	O=C(Nc1nc2n(n1)C(c1ccccc1)C=C(c1ccccc1)N2)c1ccco1 (centres undefined)	9%	0%	-13%	-3%	3%	.	-3%	?	?	-64%	-5%
4	O=C(CN1C(=O)C2CC=C(Cl)CC2C1=O)Nc1ccc(C(=O)O)cc1 (centres undefined)	-1%	6%	-17%	5%	1%	2.2%	-2%	-4%	-5%	11%	-4%
5	C=CCNc1ncnc2c1[nH]c1ccccc12	6%	-3%	12%	-11%	-2%	5.1%[0.369 µM]	-5%	-5%	-4%	-3%	?
6	O=C(CSc1ncn(-c2ccccc2)n1)NCc1ccccc1	?	-3%	-4%	1%	8%	-1.2%	-5%	-3%	-2%	2%	?
7	Cc1ccc(OCc2occc2C(=O)O)cc1	-6%	2%	-7%	-6%	-7%	0.0%[9.22 µM]	1%	0%	-1%	5%	13%
8	CCOc1ccc(C2SCC(=O)N2c2c(C)n(C)n(-c3ccccc3)c2=O)cc1 (centres undefined)	-2%	-2%	9%	-1%	-9%	2.0%	4%	1%	-4%	-5%	?
9	COc1ccc(Cl)cc1N1C(=O)C2CCCN2C1c1ccccc1F (centres undefined)	-8%	0%	3%	1%	-3%	-1.1%	2%	2%	0%	0%	-3%
10	Oc1ccc2ccccc2c1/C=C\c1ccc2c(Br)cc(Br)c(O)c2n1	?	0%[9.22 µM]	11%[11.4 µM]	1%[11.4 µM]	1%[9.17 µM]	-1.0%[9.22 µM]	?	-5%[11 µM]	-4%[11.4 µM]	2.5µM*	10%[11.5 µM]
11	COc1c(F)c(F)c(C(=O)Nc2ccccc2N2CCN(C(C)=O)CC2)c(F)c1F	-12%	-2%	0%	1%	-4%	-0.2%	-7%	-3%	-8%	-28%	-8%
12	O=C(O)CCN1C(=O)c2ccc(NC(=O)c3cccs3)cc2C1=O	6%	0%	25µM*	-2%	0%	-0.2%	-4%	-2%	-4%	12%	-19%
13	CN(C)c1ccc(-c2nc(NCCc3cnc[nH]3)c3ccccc3n2)cc1	?	2%[9.22 µM]	8%	0.79µM*	-4%	?	33%[activator]	-21%	-30%	i	-20%
14	CC(O)c1c(OCc2ccccc2)ncnc1OCc1ccccc1 (centres undefined)	-5%	0%	-6%	1%	10%	-1.0%	-16%	21%	-2%	?	?
15	Cc1ccc(SCc2nc(-c3ccccn3)no2)cc1	4%	2%	1%	-4%	16%	0.7%	11%	-3%	0%	8%	3%
16	COc1cc(C(=O)N2CCN(c3cc(Cl)ccc3Cl)CC2)cc(OC)c1OC	2.5µM*	.	4%	1%	5%	-1.4%	6%	0%	1%	28%	.
17	CCN(CC)S(=O)(=O)c1ccc(Br)c(OC)c1	16%	3%	1%	6%	-4%	3.7%	-1%	5%	-4%	-3%	-1%
18	C/C(CCC(=O)OC[C@@H]1O[C@H](C#Cc2ccccc2)C=C[C@@H]1Oc1ccc(C)cc1)=N/OC[C@@H](C)[C@H](OCc1ccccc1)C(C)C	.	.	2%[11.4 µM]	2%[11.4 µM]	.	0.4%[9.22 µM]	6%[11.4 µM]	.	.	.	-19%[11.5 µM]
19	COc1ccc(CCNC(=O)c2ccc3nc(-c4ccco4)c(-c4ccco4)nc3c2)cc1OC	?	-2%	6.3µM*	-9%	3%	-0.1%	7.9µM*	-15%	1%	3.2µM*	20µM*
20	O=C(Oc1c(CN2CCOCC2)cc(Cl)c2cccnc12)c1ccc(F)cc1	-3%	6%	-4%	1%	5%	-0.3%	18%	13µM*	-4%	-1%	-7%
21	COc1ccc(-c2nc3cnc(N4CCNCC4)nc3n(CCC#N)c2=O)cc1	?	0%[9.22 µM]	10%	0%[11.4 µM]	2%	-0.2%	-4%	-3%	0%	228%	18%
22	Cn1c(Cn2c(=O)sc3ccccc32)nnc1SCC(=O)NCc1ccco1	-2%	3%	4%	-2%	3%	1.4%	4%	-4%	-1%	27%	-17%
23	COc1cccc(CNc2ccc(N3CCCCC3)cc2)c1OC	0%	-3%	-18%	?	-3%	-1.1%	2µM*	?	-5%	7.9µM*	20µM*
24	CC1=Nn2c(nnc2-c2cc(-c3ccccc3)n[nH]2)SC1	14%	2%	-1%	0%	-1%	-2.0%[1.84 µM]	-2%	-2%	-5%	8%	3%
25	COc1ccc(NC(=O)CSc2nnc(CNc3ccc(F)cc3)o2)c(OC)c1	-4%	-1%	6%	-2%	6%	-1.5%	?	1%	-5%	-10%	12%
26	Cc1c(C(=O)NCCCN2CCOCC2)sc2nc(-c3ccc(F)cc3)cn12	15%	0%	8%	0%	-5%	-0.3%	-8%	1%	1%	29%	-9%
27	COc1cc(C2C(C(C)=O)=C(C)Nc3ncnn32)ccc1O (centres undefined)	-9%	1%	-10%	1%	1%	-0.2%[57.5 µM]	4%	-1%	-4%	0%	-19%
28	O=C(NCc1cccs1)C(Cc1ccccc1)n1cccc1 (centres undefined)	-7%	-2%	-11%	-2%	6%	-0.4%	?	-3%	-1%	-18%	6%
29	Cc1nn(-c2ccccc2)c2nc(N)c(C#N)c(-c3ccc(F)cc3)c12	2µM*	1%	?	-1%	-1%	-4.6%[0.369 µM]	-11%	18%	10%	5%	-8%
30	CCOC(=O)C1CCN(CCC(=O)Nc2cccc(Cl)c2C)CC1	-18%	4%	3%	1%	-1%	-1.2%	-5%	-2%	-2%	-6%	0%

Results in sequence from the entries so far.
Luciferase inh, nos. 20 to 27 → 1%, 0%[11.4 µM], -2%, ?, 0%, -2%, 0%, 1%
Tau filament bind, nos. 20 to 27 → -1%, 228%, 27%, 7.9µM*, 8%, -10%, 29%, 0%
GFP derepression, nos. 20 to 27 → 6%, 0%[9.22 µM], 3%, -3%, 2%, -1%, 0%, 1%

(list continues)
#	SMILES	CRE Fsk mod	GFP derepression	HADH2 inh	Luciferase inh	Ub-GFP proteasome	HBB splicing	15-hLO inh	Hsp90 Hop PPI	DNA Pol III inh	Tau filament bind	ERK AVP inh
31	Cn1c(C(=O)O)cc2cc(F)ccc21	-5%	2%	1%	1%	-6%	-0.5%[1.84 µM]	8%	-3%	-4%	-26%	-7%
32	O=C(NCCCN1CCC(Cc2ccccc2)CC1)C1CCC(=O)N1C1CCCC1 (centres undefined)	-11%	0%	1%	2%	-6%	-0.7%	-18%	-3%	-3%	15%	4%
33	CCOC(=O)c1ccc(N2C(=O)CC(N3CCN(Cc4ccccc4)CC3)C2=O)cc1 (centres undefined)	1%	0%	4%	-4%	0%	1.4%	9%	0%	0%	2%	-27%
34	CCC(C)[C@H](NC(=O)NCc1ccccc1Cl)C(=O)O (some centres undefined)	-18%	2%	9%	1%	0%	-1.3%	7%	?	-7%	8%	6%
35	O=C(CCC(=O)OCCCC(F)(F)C(F)(F)F)Nc1ccccc1	1%	-2%	7%	0%	-3%	0.5%	-4%	3%	-8%	9%	1%
36	Cc1cc(NS(=O)(=O)c2ccc(NC(=O)c3ccoc3C)cc2)nc(C)n1	?	0%	-26%	1%	6%	-0.1%	-15%	?	0%	6%	18%
37	Cn1c(=O)c2c(nc(NCCCN3CCOCC3)n2Cc2ccc(Cl)c(Cl)c2)n(C)c1=O	13%	0%	17%	2%	.	2.0%[0.369 µM]	-6%	-2%	2%	-7%	-4%

Assay outcomes deposited in PubChem by National Center for Advancing Translational Sciences (NCATS).
